Source: PubChem
aSyn rescue: alpha-synuclein toxicity inhibition in yeast. Yeast expressing alpha-synuclein, growth rescue, BacTiter-Glo, 24 h. Potency, µM (series often up to 46.1 µM), inactives show at the top dose growth rescue (activation), hits mostly activators. actives 0.14% (n = 370,000). AID 652106; note: potency is the fitted concentration of half-maximal effect; % of control where 0% means no effect; nearly all actives have a fitted effect of over 65% in size
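Screening used galactose-induced yeast with toxic alpha-synuclein levels, exposed to compound for 24 hr at 30 deg C. Cell growth, read with BacTiter-Glo luminescence, gave the measured signal.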
FUS suppressor: FUS proteinopathy suppression in yeast; actives 0.24% (n = 390,000); Potency, µM (doses to about 76.6 µM), without a hit: at the highest dose growth rescue (activation), most hits filed as activators; S. cerevisiae FUS-expressing, growth rescue, OD600, 24 h;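 note: potency is the fitted concentration of half-maximal effect; plate controls were DMSO vehicle for no effect and reference control for full effect; nearly all actives have a fitted effect of over 55% in size; some results filed as inactive show a strong effect at the top dose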
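Galactose (2%) drives FUS expression in yeast precultured in raffinose; seeding density OD 0.005. Test compounds incubated 24hr at 30C and 99% humidity before absorbance at 600 nm was measured.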
TDP43 rescue: rescues yeast growth from TDP-43 toxicity | TDP-43 expressing yeast growth rescue, BacTiter-Glo, 24 h | Potency, µM (highest dose often 46.1 µM), inactives show top-dose growth rescue (activation), actives largely listed as activators | actives 1.8% (n = 410,000) | AID 652104; note: potency is the fitted concentration of half-maximal effect; % of control where 0% means no effect; nearly all actives have a fitted effect of over 50% in size
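Cell-based yeast growth screen: TDP-43 expression induced in galactose, inoculum OD600=0.02 after raffinose pregrowth to mid-log. Read-out BacTiter-Glo luminescence at 24 hr, 30 deg C; inhibition of toxicity seen as signal increase.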
pAkt inh: inhibitors of Akt phosphorylation. Neuro2A IGF-stimulated pAkt S473 HTRF, 20 min; hits give low values. activity change, % for hits at 50 µM. actives 0.32% (n = 360,000). AID 651550; in the data active = activity change below about -80%; inconclusive = mostly about -51% to -80%; note: % is set by controls: 0 for no effect and ±100 for the full control effect
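Single-point screen (50 µM final compound) in Neuro2A cells stimulated 20 min with 6 nM IGF at 37 deg C. After lysis, Ser473-phosphorylated Akt read by HTRF (ex 330 nm, em 615/665 nm) as the 665/615 ratio.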
GLP-1R inv ag: GLP-1 receptor (human) inverse agonism; P43220; HEK293 GLP-1R CRE-luciferase, luminescence, 24 h; GLP-1R form is constitutively active; Potency, µM (doses to about 38.3 µM), without a hit: top-dose activity change, negative = inhibition, usual class: inhibitors; actives 1.6% (n = 410,000); note: potency is the fitted concentration of half-maximal effect; % is set by controls: 0 for no effect and ±100 for the full control effect; nearly all actives have a fitted effect of over 55% in size
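Assay principle: reduced luminescence from a cAMP-responsive reporter in HEK293 cells co-expressing a constitutively active GLP-1R. Conditions: 24 hr compound incubation, 37 deg C, 5% CO2.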
PTHR1 ag: agonists of human PTHR1 parathyroid hormone receptor | Potency, µM (series often up to 115 µM), for the others: at the highest dose activation, hits mostly activators | actives 0.075% (n = 410,000) | AID 743266 | Q03431 | HEK293 GP2 PTHR1 cells, GloSensor cAMP luminescence, 1 h; note: potency is the fitted concentration of half-maximal effect; nearly all actives have a fitted effect of over 55% in size; some results filed as inactive show a strong effect at the top dose; inactives centre near -15; many of its hits are not listed in these tables
Target sequence (Q03431 whole entry, looked up): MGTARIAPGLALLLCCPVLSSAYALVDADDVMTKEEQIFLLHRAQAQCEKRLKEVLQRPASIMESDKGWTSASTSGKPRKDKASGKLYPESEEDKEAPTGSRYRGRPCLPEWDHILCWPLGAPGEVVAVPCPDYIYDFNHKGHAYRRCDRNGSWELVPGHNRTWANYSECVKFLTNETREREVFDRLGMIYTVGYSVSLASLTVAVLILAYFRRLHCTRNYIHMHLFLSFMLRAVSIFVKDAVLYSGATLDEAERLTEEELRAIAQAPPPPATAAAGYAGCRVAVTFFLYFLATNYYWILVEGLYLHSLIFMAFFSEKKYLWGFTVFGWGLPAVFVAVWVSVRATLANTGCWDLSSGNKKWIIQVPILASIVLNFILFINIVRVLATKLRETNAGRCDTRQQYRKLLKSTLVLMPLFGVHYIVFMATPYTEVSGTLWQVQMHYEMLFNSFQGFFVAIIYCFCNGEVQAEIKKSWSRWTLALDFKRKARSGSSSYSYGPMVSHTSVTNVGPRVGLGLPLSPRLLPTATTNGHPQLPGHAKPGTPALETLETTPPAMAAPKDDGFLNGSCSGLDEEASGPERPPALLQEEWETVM
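HEK-293-derived GP2 cells expressing PTHR1 and a GloSensor cAMP reporter, 3,000/well, plated overnight, given luciferin plus IBMX (each 0.5 mM as added) for 1 h at 37 °C, then compound for 1 h at 37 °C. Luminescence was read after 15 min at room temperature.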
GLP-1R agonist: activates the human GLP-1 receptor. P43220. AID 624172. HEK293 GLP-1R CRE-luciferase, luminescence, 4-6 h; cells express a hypersensitive GLP-1R form. actives 0.007% (n = 380,000). Potency, µM (titrated, usually from 45.6 µM), for inactives: at the highest dose activation, hits mostly activators; note: potency is the fitted concentration of half-maximal effect; % of control where 0% means no effect
Abeta yeast res: A-beta toxicity reversal in yeast | yeast expressing A-beta42, growth rescue, OD600, 48 h; response scale: 0% DMSO, 100% iron-clioquinol control | Potency, µM (doses to about 46.1 µM), without a hit: top-dose growth rescue, actives largely listed as activators | actives 0.063% (n = 410,000); note: potency is the fitted concentration of half-maximal effect; nearly all actives have a fitted effect of over 55% in size
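Growth rescue measured by 600 nm absorbance after 48 h yeast culture at 30 C with compound. Values normalized between DMSO and an equimolar ferric chloride plus clioquinol control.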
DRD3 antagonist: blocks the human D3 dopamine receptor. P35462. D3R cells, DiscoveRx beta-arrestin luminescence, antagonist mode; hits give low values. max response, negative = inhibition, %. actives 2.5% (n = 360,000); in the data active = max response below about -50%; inconclusive = no clear call, values can overlap the other calls; note: % is set by controls: 0 for no effect and ±100 for the full control effect; mostly tested at two doses, the higher about 12 µM
Target sequence (P35462 whole entry, looked up): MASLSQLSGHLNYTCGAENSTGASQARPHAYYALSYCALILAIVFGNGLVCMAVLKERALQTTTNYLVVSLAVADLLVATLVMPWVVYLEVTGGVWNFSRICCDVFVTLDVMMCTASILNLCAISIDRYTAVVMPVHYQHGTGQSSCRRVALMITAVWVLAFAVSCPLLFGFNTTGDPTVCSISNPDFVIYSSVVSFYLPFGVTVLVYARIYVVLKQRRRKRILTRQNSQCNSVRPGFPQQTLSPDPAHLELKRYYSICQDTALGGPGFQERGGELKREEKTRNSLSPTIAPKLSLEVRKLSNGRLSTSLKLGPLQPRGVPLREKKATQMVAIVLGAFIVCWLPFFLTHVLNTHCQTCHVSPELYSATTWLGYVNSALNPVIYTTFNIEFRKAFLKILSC
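Cells plated overnight at 1500 cells/well, then exposed to library compounds with dopamine controls for 90 minutes at 37 degrees C. DiscoveRx reagent added for 30–60 minutes at room temperature; luminescence read, quantitative HTS format.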
Numbers without * were called inactive; i = inactive; ? = inconclusive; · = no result given; & = joins results of further samples; [ ] = remark or other dose. Unless noted, calls come from the whole dose curve; as a rule, active = well fitted curve in the direction sought with a large enough effect; inconclusive = small, poorly fitted or top-dose-only effect, or another doubt; inactive = no such curve, though single readings can be large; an effect the other way counts as inactive or inconclusive.

smiles,aSyn rescue,FUS suppressor,TDP43 rescue,pAkt inh,GLP-1R inv ag,PTHR1 ag,GLP-1R agonist,Abeta yeast res,DRD3 antagonist
CCN(CC(=O)Nc1ccccc1Br)Cc1nc2ccccc2c(=O)[nH]1,15%,-19%,1%,i,-43%,-39%[inhibitor][57.5 µM],29%,0%,0
Cc1ccc(S(=O)(=O)NCC(c2ccc3c(c2)OCO3)N2CCN(c3ccccc3)CC2)cc1 (configuration not stated),-5%,14%,9%,i,-15%,-22%,-1%,6%,11
Cc1ccccc1OCC(=O)Nc1ccc2nc(SCC(=O)N(C)c3ccccc3)sc2c1,·,15%,10%,·,?,-37%[inhibitor],·,-5%,·
Cc1ccc(C(=O)N2CCCC(c3ccccc3)=N2)cc1,-16%,21%,-6%[9.22 µM],i,7%[7.66 µM],-10%,5%,-10%,-16
CN(CC(=O)Nc1ccccc1Cl)C(=O)CCSc1ccc(F)cc1,16%,29%,?,i,?,i,2%,9%,3
CN(C(=O)CSc1nnc(-c2ccc(Cl)cc2)n1CC1CCCO1)C1CCS(=O)(=O)C1 (configuration not stated),-6%,1%,15%[9.22 µM],i,1%,i,1%,-2%,-11
Cc1cnc(NC(=O)c2cccc(S(=O)(=O)N3CCOCC3)c2)s1,-10%,-2%,13%,i,7%,-3%,0%,-9%,10
CCCCn1c(N)c(N(CC(C)C)C(=O)c2cc(-c3ccc(OC)c(OC)c3)nc3ccccc23)c(=O)[nH]c1=O,1%,17%,0%,i,82%[activator],-22%,2%,4%,17
CCCNC(=O)c1cccc(NC(=O)C(C)C)c1,-2%,-40%,-9%,i,-7%,i,-2%,1%,-7
COc1ccc(NS(=O)(=O)c2cc(NC(=O)c3cnc(C)cn3)ccc2N2CCCCC2)cc1,8%,43%,5%,i,?,-15%,-2%,0%,-9
CS(=O)(=O)N(CC(=O)NCC1CCCO1)c1cccc([N+](=O)[O-])c1 (configuration not stated),1%,12%,20%,i,16%,i,0%,-13%,-3
CN(C(=O)CSc1nc2sc3c(c2c(=O)n1C)CCC3)C1CCS(=O)(=O)C1 (configuration not stated),1%[1.84 µM],13%,1%,i,15%,-15%,7%,-2%,13
COc1cccc(-c2nnc(SCC(=O)N3CCC(C)CC3)o2)c1,·,14%,42%,·,-6%,-23%,·,7%,·
Cc1cccc(N(CC(=O)Nc2c(C)n(C)n(-c3ccccc3)c2=O)S(C)(=O)=O)c1,4%,-1%,9%,i,0%,i,-3%,7%,2
CCOc1ccccc1Nc1sc(C(=O)c2ccc(Cl)cc2)c(N)c1S(=O)(=O)c1ccccc1,·,-26%,0%,·,1%,i,·,-14%,·
COc1cc(C2c3c(oc4ccccc4c3=O)C(=O)N2c2nccs2)ccc1O (configuration not stated),-17%,2%,-9%,i,1%,-36%[inhibitor],6%,-19%,-12
CC(C)CN(C)C(=O)CCc1nnc(Cc2cccc(C(F)(F)F)c2)o1,0%,29%,-12%[9.22 µM],i,-2%,-13%,8%,7%,-2
Cc1nc2cccnc2n1C1CCN(C(=O)Nc2ccccc2)CC1,·,-9%,14%,·,7%,i,·,-6%,·
Cc1ccc(S(=O)(=O)Cn2nnnc2C(C(C)C)N2CCC(O)CC2)cc1 (configuration not stated),0%,4%,-13%,i,2%,-8%,0%,-21%,-4
Cc1cc(NC(=O)C2CC(=O)N(c3ccccc3)C2)no1 (configuration not stated),2%,8%,9%,i,9%,i,0%,8%,4
O=C(NCCS(=O)(=O)N1CCC2(CC1)OCCO2)c1ccc(F)cc1,4%,4%,-12%,i,11%,?,9%,-4%,10
CCOC(=O)N=Nc1c(O)n(C)c2ccccc12,0%,-7%,-1%,i,23%,i,14%,-20%,10
CCCCNc1cc(NC2CCCCC2)c2c3c(onc13)-c1ccccc1C2=O,·,7%,15%[9.22 µM],·,-6%,i,·,-12%,·
Cc1nc2ncnn2c(C)c1CCC(=O)NCc1ccco1,5%,16%,-7%,i,5%,-8%[57.5 µM],-6%,-1%,2
COC(=O)C1=C(C)NC(=O)CC1c1ccccc1 (configuration not stated),3%,-9%,3%,i,-10%,-14%[57.5 µM],22%,-7%,0
CCOc1ccc(CCNC(=O)Cn2ncn3nc(-c4ccc(OC)cc4)cc3c2=O)cc1OCC,9%,-25%,3%,i,13%,i,-3%,-1%,4
N/C(=N\OC(=O)N1c2ccccc2Sc2ccccc21)c1ccc(Br)cc1,0%,4%,9%,i,?,i,2%,16%,?
O=C(O)C(Cc1ccnc2ccccc12)=NO,10%,·,-2%,i,0%,i,-3%,11%,-10
CCCn1c(N)c(N(CCOC)C(=O)C(C)Oc2ccc(F)cc2)c(=O)[nH]c1=O (configuration not stated),-12%,-9%,-18%,i,-1%,-5%,0%,5%,-8
O=[N+]([O-])C(=C1Nc2ccccc2N1)/C(Cl)=C(/Cl)Br,-1%,32%,-22%,i,4%,9%,-1%,-23%,-8
Cc1ccc(C)c(N2N=C(C(=O)Nc3nccs3)CCC2=O)c1,-2%,9%,21%,i,5%,-4%,7%,-7%,-3
O=Cc1c(NCc2ccccc2)c2ccccc2[nH]c1=O,9%,7%,15%,i,3%,i,4%,-5%,5
CC(O)(CS(=O)(=O)Cc1ccccc1)c1ccc(Cl)cc1 (configuration not stated),1%,-26%,21%,i,?,i,13%,22%,11
CCCc1cc(=O)oc2c3c(ccc12)OCN(Cc1ccccc1OC)C3,-2%,-11%,16%,·,-21%,i,-5%,-16%,·
COC(=O)C[C@@H]1OC[C@H](Cc2ccccc2)N1S(=O)(=O)c1ccc(C)cc1,-1%,20%,3%,i,-29%,-1%,·,-4%,9
COCCN(C(=S)Nc1ccccc1C)C(C)c1ccco1 (configuration not stated),-1%,-7%,9%,i,7%,i,-3%,-7%,3
O=C(Nc1ccc(S(=O)(=O)NC2=NCCCCC2)cc1)c1ccc([N+](=O)[O-])s1,-1%,28%,14%,i,?,-30%,-6%,7%,-24
CC1C=CCC2C(=O)N(c3cccc(C(=O)Nc4ccc(F)cc4)c3)C(=O)C12 (configuration not stated),1%,·,-6%,i,-24%,-1%,5%,-11%,-21
COc1ccc(-c2c(-c3ccc(O)cc3O)n[nH]c2C)cc1OC,1%,32%,-10%,i,0%,0%[57.5 µM],22%,-2%,27
Cc1ccc2cc(CN(Cc3cccs3)Cc3nnnn3CC3CCCO3)c(=O)[nH]c2c1 (configuration not stated),3%,28%,-14%,i,13%,-48%[inhibitor],3%,8%,6
Cc1cc(-n2c(C)cc(C(=O)CN3C(=O)C(=O)N(C)C3=O)c2C)no1,-7%,10%,19%,i,8%,-22%,-3%,6%,1
CC(/C=N/NC(=O)c1cc(C(C)C)[nH]n1)=C\c1ccccc1,4µM*,1%,17%,i,-29%,-21%,-3%,-6%,-15
O=C(CN1CCN(c2cnn(-c3ccccc3)c(=O)c2Cl)CC1)NC1CCS(=O)(=O)C1 (configuration not stated),2%,-3%,0%,i,4%,i,-7%,9%,19
Cc1ccc(C(=O)Nc2ncn[nH]2)cc1,0%,14%,16%,i,27%,i,-2%,-10%,6
NC(=O)c1cc(S(=O)(=O)NCc2ccc(Br)cc2)cs1,-1%,-20%&16%,-2%&4%,i,-3%&5%,-3%,-5%,-17%&-10%,-28
Cn1cc([N+](=O)[O-])c(C(=O)Nc2ccc(C(=O)N3CCCCC3)cc2)n1,-1%,18%,10%,i,80%[activator],i,0%,2%,-11
COc1ccccc1NS(=O)(=O)c1cc(NC(=O)c2ccncc2)ccc1N1CCOCC1,-1%,36%,23%,i,75%[activator],-20%,21%,1%,10
CCn1c(=O)c(C(=O)Nc2ncccc2O)c(O)c2ccccc21,-11%,25%,-54%[inhibitor],i,0%,-5%,-6%,-69%[inhibitor],22
CCN(C(=O)CSc1nc(-c2ccc(C(C)C)cc2)no1)c1cccc(C)c1,·,21%,9%,·,?,-20%,·,-9%,·
O=C(Cn1nnc(-c2ccccc2F)n1)Nc1ccc(C(=O)N2CCOCC2)cc1,-16%,-3%,-7%,i,6%,i,0%,0%,?
CCCOc1ccc(C(=O)CCNC(Cc2c[nH]c3ccccc23)C(=O)O)cc1 (configuration not stated),28%,-23%,18%,i,9%,-1%,10%,-13%,-15
C=CCn1c(C)cc(C2=NNC(=NCC)SC2)c1C,-31%[inhibitor],?,-24%[0.397 µM],i,-83%,-37%,-14%,-45%[inhibitor],-3
COc1ccc(/C=N/NC(=O)c2ccc(N)cc2)cc1Cn1cc([N+](=O)[O-])cn1,0%,-4%,-6%,i,?,i,6%,-10%,3
Cc1cc(C)n(CCCNC(=O)c2ccc3c(c2)NC(=O)CS3)n1,2%,-1%,2%,i,0%,i,2%,-2%,-10
COc1ccc2ccccc2c1/C=N/n1cnnc1,9%,-14%,-10%,i,26%,i,0%,-4%,-2
CC1CCN(CCCNC(=O)c2cc3c(Cl)nc4ccccc4c3s2)CC1,3%,5%,-3%,i,?,i,?,-13%,-22
O=C(Nc1nc2c(s1)CCCC2)C1COc2ccccc2O1 (configuration not stated),-9%,-9%,?,i,?,-54%[inhibitor],-7%,25%,15

These rows are one share of the data, so the mix of outcomes need not match the whole.
